HP1b binding inh = HTS for Inhibitors of HP1-beta Chromodomain Interactions with Methylated Histone Tails; 0.56% of 390,000 active; Potency, µM (doses to about 114 µM), without a hit: at the top dose activity change, negative = inhibition, hits mostly inhibitors; AID 540317, 2011; AlphaScreen HP1-beta / biotin-H3K9me3 peptide binding; note: nearly all actives have a fitted effect of over 70% in size; inactives centre near 23
Target sequence (P83916 whole entry, looked up): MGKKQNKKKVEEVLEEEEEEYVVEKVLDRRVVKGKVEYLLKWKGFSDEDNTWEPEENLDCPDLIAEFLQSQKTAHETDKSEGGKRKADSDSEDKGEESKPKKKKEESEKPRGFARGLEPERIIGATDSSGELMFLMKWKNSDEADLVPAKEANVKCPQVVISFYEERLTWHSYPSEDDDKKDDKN
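HP1-beta protein (50 nM final) preincubated 30 min at room temperature with biotinylated H3(1-18)K9me3 peptide (50 nM) in PBS pH 7.4, 0.01% Tween-20, then compound added for 30 min. AlphaScreen streptavidin donor/nickel chelate acceptor beads (10 ug/mL final), 30 min dark, luminescence read.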
ERG-DNA inh = qHTS for Small Molecule Inhibitors of the ERG Ets/DNA interaction | fluorescence polarization, His-ERG Ets domain / labelled DNA | Potency, µM (top dose mostly 76.9 µM), for inactives: top-dose FP activity, negative = inhibition, actives largely listed as inhibitors | 0.028% of 370,000 active; active = well fitted inhibition curve with a large enough effect in the polarisation, with a control signal flat; inconclusive = small, poorly fitted or top-dose-only effect, or effect the other way, or a change in a side signal; inactive = no such curve, though single readings can be large or run the other way; the % refers to the polarisation;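 note: polarization taken with two DNA probes labelled with fluorescein and Texas red; % of control where 0% means no effect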
Target sequence (P11308 whole entry, looked up, the tested form may be a part): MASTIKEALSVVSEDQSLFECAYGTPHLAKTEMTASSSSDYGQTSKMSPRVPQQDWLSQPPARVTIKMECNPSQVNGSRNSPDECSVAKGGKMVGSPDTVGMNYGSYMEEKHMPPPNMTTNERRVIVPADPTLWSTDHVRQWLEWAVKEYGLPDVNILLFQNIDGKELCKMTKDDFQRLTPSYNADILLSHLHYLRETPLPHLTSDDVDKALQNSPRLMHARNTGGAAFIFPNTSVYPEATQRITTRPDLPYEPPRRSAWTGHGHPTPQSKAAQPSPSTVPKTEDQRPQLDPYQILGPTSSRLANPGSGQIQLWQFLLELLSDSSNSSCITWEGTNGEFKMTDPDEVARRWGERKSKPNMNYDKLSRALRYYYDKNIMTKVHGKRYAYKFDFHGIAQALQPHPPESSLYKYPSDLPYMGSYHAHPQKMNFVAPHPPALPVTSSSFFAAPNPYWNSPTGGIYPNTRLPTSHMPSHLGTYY
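His-tagged ERG Ets domain (1 uM in the protein solution; 300mM KCl, 50mM Tris-HCl, 1mM EDTA, 1mM DTT, pH 7.5) received compound, then a probe mix of 5 nM fluorescein-DNA and 100nM Texas-615-DNA. Fluorescence polarization was read for both dyes.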
TrxR1 inh = qHTS Assay for Inhibitors of Mammalian Selenoprotein Thioredoxin Reductase 1 (TrxR1): qHTS; recombinant rTrxR1, NADPH fluorescence consumption, selenite substrate; Potency, µM (series often up to 114 µM), for inactives: at the top dose activity change, negative = inhibition, hits mostly inhibitors; 1% of 390,000 active; AID 588453, 2011; note: % is set by controls: 0 for no effect and ±100 for the full control effect; nearly all actives have a fitted effect of over 65% in size
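Rat TrxR1 (90 nM in the dispensed reagent) was pre-reduced with 400 uM NADPH for 5 min at room temperature, then incubated with compound for 15 min. After 400 uM selenite was added, NADPH fluorescence (Ex 340/Em 450 nm) was followed for 8 min.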
12-LOX inh = Primary qHTS assay for inhibitors of human arachidonate 12S-lipoxygenase (ALOX12): Round 2; Polyunsaturated fatty acid lipoxygenase ALOX12 (Homo sapiens), P18054; purified 12hLO, xylenol orange hydroperoxide absorbance; Potency, µM (series often up to 108 µM), without a hit: top-dose activity change, negative = inhibition, usual class: inhibitors; 1.1% of 580,000 active; AID 1671190, 2021; note: % is set by controls: 0 for no effect and ±100 for the full control effect
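Purified human 12hLO at 150 nM in 25 mM Hepes, 0.01% Triton X-100, pH 7.0, preincubated 15 min at room temperature with compound. Reaction started with 40 uM arachidonic acid, 30 min at room temperature. Hydroperoxide measured by Fe-xylenol orange, 573/405 nm absorbance ratio.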
RGS4 inhibitor = Inhibitors of Regulator of G Protein Signaling (RGS) 4: qHTS; Potency, µM (highest dose often 114 µM), inactives show top-dose activity change, negative = inhibition, hits mostly inhibitors; Transcreener GDP fluorescence polarization, RGS4-accelerated GTP hydrolysis; Regulator of G-protein signaling 4 (Homo sapiens), P49798; 0.039% of 390,000 active; note: % is set by controls: 0 for no effect and ±100 for the full control effect; nearly all actives have a fitted effect of over 75% in size; some results filed as inactive show a strong effect at the top dose
Target sequence (P49798 whole entry, looked up): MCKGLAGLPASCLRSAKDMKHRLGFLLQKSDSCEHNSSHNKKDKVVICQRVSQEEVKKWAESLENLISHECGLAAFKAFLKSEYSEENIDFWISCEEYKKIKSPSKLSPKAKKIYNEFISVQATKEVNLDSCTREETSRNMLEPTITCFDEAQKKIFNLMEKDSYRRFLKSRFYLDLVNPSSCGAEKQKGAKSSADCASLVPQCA
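MLSMR compounds (23 nl, pin-transferred) preincubated 10 min at room temperature with a 500nM (2x) first reagent, then RGS4 at 900nM (2x) plus Transcreener GDP mix added; fluorescence polarization (620/688 nm) read before and after 90 min at 30 °C.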
Pin1 inhibitor = qHTS Assay to Find Inhibitors of Pin1 | Peptidyl-prolyl cis-trans isomerase NIMA-interacting 1 (Homo sapiens), Q13526 | Pin1 FP peptide displacement, HiFluor488, 10 min | AID 504891, 2011 | 0.009% of 390,000 active | Potency, µM (highest dose often 115 µM), for inactives: at the highest dose activity, negative = inhibition, most hits filed as inhibitors; active = well fitted inhibition curve with a large enough effect in the polarisation, with a control signal flat, not every such curve was filed as active; inconclusive = small, poorly fitted or top-dose-only effect, or effect the other way, or a change in a side signal; inactive = no such curve, though single readings can be large or run the other way; the % refers to the polarisation; note: % is set by controls: 0 for no effect and ±100 for the full control effect
Target sequence (Q13526 whole entry, looked up): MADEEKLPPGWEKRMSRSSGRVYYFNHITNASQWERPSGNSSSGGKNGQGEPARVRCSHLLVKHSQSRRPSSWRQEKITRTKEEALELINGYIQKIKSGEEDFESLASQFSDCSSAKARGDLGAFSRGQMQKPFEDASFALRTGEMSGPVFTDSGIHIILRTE
GLS inhibitor = qHTS for Inhibitors of Glutaminase (GLS) | Glutaminase kidney isoform, mitochondrial (Homo sapiens), O94925 | GLS enzymatic activity, qHTS titration | Potency, µM (series often up to 45.5 µM), for inactives: at the highest dose activity change, negative = inhibition, hits mostly inhibitors | 0.21% of 410,000 active; note: % is set by controls: 0 for no effect and ±100 for the full control effect
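hKGA; 45 mM KH2PO4 pH 8.2 + 0.02% Tween-20; cpd via pin tool; 1 mM Gln soln; GluOx/HRP/Amplex Red; RT 30 min; fluor. t0 & final.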
PGK inhibitor = qHTS Assay to Find Inhibitors of Phosphoglycerate Kinase. Potency, µM (top dose mostly 57.5 µM), for the others: at the highest dose activity change, negative = inhibition, actives largely listed as inhibitors. PGK/GAPDH coupled, Kinase-Glo luminescence, 60 min. 0.043% of 380,000 active; note: % is set by controls: 0 for no effect and ±100 for the full control effect; nearly all actives have a fitted effect of over 60% in size
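Luminescent ATP detection (Kinase-Glo Plus) follows a 60-minute room-temperature incubation, with wells lacking PGK as controls. Buffer: 100 mM TEA (pH 7.6), 5 mM MgCl2, 0.01% Tween-20. Coupling enzyme GAPDH (100 nM final) supplies unstable 1,3-BPG in-well.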
JMJD2A Tudor inh = qHTS Assay for Inhibitors of JMJD2A-Tudor Domain; AlphaScreen JMJD2A-Tudor / H3K4me3 peptide binding; Potency, µM (series often up to 114 µM), for the others: top-dose activity change, negative = inhibition, usual class: inhibitors; 4.4% of 390,000 active; note: % is set by controls: 0 for no effect and ±100 for the full control effect; nearly all actives have a fitted effect of over 50% in size
* hit, by the source's call; i = inactive; ? = inconclusive; . = no result given; [ ] = remark or other dose. Unless noted, calls come from the whole dose curve; as a rule, active = well fitted curve in the direction sought with a large enough effect; inconclusive = small, poorly fitted or top-dose-only effect, or another doubt; inactive = no such curve, though single readings can be large; an effect the other way counts as inactive or inconclusive. Potency is the fitted concentration of half-maximal effect.

SMILES	HP1b binding inh	ERG-DNA inh	TrxR1 inh	12-LOX inh	RGS4 inhibitor	Pin1 inhibitor	GLS inhibitor	PGK inhibitor	JMJD2A Tudor inh
Cc1ccc(C2N(c3ccccc3)C(=S)N3CCCN23)cc1 (stereo not given)	21%	5%	22%	0%	30%	?	11%	-3%	7%
COc1ccccc1NC(=O)c1sc2nc(-c3ccco3)ccc2c1N	54%[activator]	-1%	-7%[57.1 µM]	.	2%[11.4 µM]	?	-1%	3%	20%[57.1 µM]
CCOc1cc2c(cc1OCC)C(CC(=O)O)N(C(=O)Nc1ccccc1C(F)(F)F)CC2 (stereo not given)	15%	0%	26%[57.1 µM]	-17%	10%	2%	-9%	12%	-15%
CC1COc2ccccc2N1C(=O)c1ccc(Cl)cc1 (stereo not given)	47%[activator]	-13%	16%[57.1 µM]	10%	12%	-6%	1%	-5%	1%
Cc1ccc(S(=O)(=O)N2CCC(C(=O)NNC(=O)c3ccncc3)CC2)cc1	29%	0%	11%	-9%	-9%	4%	8%	7%	-8%
N#CC(C#N)=C1C=CC=CN1/C(=C\c1ccco1)C(=O)c1ccc(-c2ccccc2)cc1	-6%	3%	7.1µM*	?	?	5%	-7%	-9%	-33%
Cc1ccc(CN2CCNC(=O)C2CC(=O)O)o1 (stereo not given)	46%[activator]	-8%	?	0%[57.4 µM]	1%	-4%	-2%	-1%	-14%
COC(=O)C1ON2OC(C(=O)OC)C(C(=O)OC)C2C1CC(C)=O (stereo not given)	0%	6%	24%	5%	-7%	-6%	8%	.	-26%
N/N=C1\CCCc2c1[nH]c1ccc([N+](=O)[O-])cc21	-21%	1%	44%[activator][11.4 µM]	91%[activator]	?	-1%	2%	-2%	?
CCNC(=S)NNC(=O)C1CCN(Cc2ccccc2)CC1	39%[activator]	0%	24%[57.1 µM]	18%	-3%	-4%	-17%	-1%	-11%
Cc1nc2ccc(NC(=O)c3cc(Cl)ccn3)cc2s1	19%	-9%	16%	-60%	-47%	40%[activator]	-2%	-8%	-34%
COc1cc(C)ccc1OCCSc1nnc(-c2ccc(C)cc2)o1	72%[activator]	8%	25%	-39%	-18%	3%	-1%	.	53%[activator]
Cc1cc(C)c(NC(=O)c2cc(S(=O)(=O)N3CCN(c4ccccc4F)CC3)ccc2F)c(C)c1	31%	-1%	-11%[57.1 µM]	0%	10%	9%	-3%	-7%	-10%
Cc1ccc(CSc2oc(-c3ccco3)nc2S(=O)(=O)c2ccc(Cl)cc2)cc1	18%	-4%	28%	?	5%	59%[activator]	-5%	-9%	-8%
CCOC(=O)N1CCC(N2CCCC(C(=O)c3cccc(OC)c3)C2)CC1 (stereo not given)	48%[activator]	13%	22%[57.1 µM]	?	-40%[56.9 µM]	-2%	1%	i	-13%
CCN(CC)C(=O)c1sc(NC(=O)C(C)C)c(C#N)c1C	45%[activator]	2%	8%	2%	4%	0%	-6%	-2%	-2%
Cc1ccnc(SCCn2c(N3CCC(C)CC3)nc3c2c(=O)[nH]c(=O)n3C)n1	31%	-7%	17%[57.1 µM]	-2%[57.4 µM]	-5%	5%	0%	1%	-10%
COc1ccc(-c2c(C)nn3c(Cl)c(C)c(C)nc23)cc1	-2%	4%	26%[57.1 µM]	?	14%	-3%	42%[activator]	-3%	-17%
CCCC(=O)N1CCN(c2nc3ccc(Cl)cc3s2)CC1	28%	1%	8%	-2%	-13%	4%	0%	-6%	-4%
O=C(c1cccc([N+](=O)[O-])c1)N1CCc2ccccc21	34%	-7%	-4%	-14%	19%	-2%	-19%	-16%	-12%
CC1(C2CC2)NC(=O)N(CC(=O)N2CCN(c3ccccc3)CC2)C1=O (stereo not given)	18%	4%	12%	-5%	8%	6%	11%	2%	-7%
O=c1c2ccccc2nnn1Cc1ccc(F)cc1	-8%	1%	6%[57.1 µM]	3%	-19%	-2%	-4%	-9%	-6%
Nc1c(C(=O)N2CCOCC2)sc2nc3c(cc12)CCC3	74%[activator]	13%	0%	-19%	1%[11.4 µM]	-6%	15%	0%	-11%[11.4 µM]
CCC(C(=O)N1CC2(C)CC1CC(C)(C)C2)N1C(=O)c2ccccc2C1=O (stereo not given)	11%	3%	0%	268%[activator]	-15%	-3%	6%	-9%	-16%
Clc1ccccc1CSc1nnc(Cn2cnc3ccccc32)n1-c1ccccc1	71%[activator]	11%	7%	83%[activator][57.4 µM]	-34%	-13%	-2%	-13%	-8%

Next section:
SMILES	HP1b binding inh	ERG-DNA inh	TrxR1 inh	12-LOX inh	RGS4 inhibitor	Pin1 inhibitor	GLS inhibitor	PGK inhibitor	JMJD2A Tudor inh
COc1ccc(NC(=O)C2CCCN(c3cc(C)nc4ncnn34)C2)cc1 (stereo not given)	46%[activator]	4%	17%[57.1 µM]	-6%	29%	?	0%	-8%	2%
Cc1noc(/C=C/c2ccccc2F)c1S(=O)(=O)N1CCC(C(=O)N2CCN(C)CC2)CC1	45%[activator]	8%	9%[57.1 µM]	-1%	-17%[56.9 µM]	-8%	-2%	9%	-25%
COc1ccccc1N1CCN(C(=O)C2Cc3ccccc3CN2C(=O)c2ccco2)CC1 (stereo not given)	27%	-2%	2%	13%	4%	1%	13%	-6%	-16%
COc1cc2c(cc1NC(=O)C(C)OC(=O)c1ccc(S(=O)(=O)Nc3ccccc3Cl)cc1)oc1ccccc12 (stereo not given)	35%	14%	-8%	-17%	-19%	17%	0%	-10%	-16%
Cc1ccccc1NC(=O)CN1C(=O)CSc2ccc(S(=O)(=O)N3CCCC3)cc21	17%	13%	18%	9%	20%	3%	-3%	-2%	-12%
O=c1[nH]c2ccccc2nc1/C=C(\O)C1CC1	17%	1%	25%[57.1 µM]	-13%	-42%	-1%	-14%	-6%	-1%
CCOc1ccc(CCNC(=O)c2nnc(CS(=O)(=O)c3ccccc3)o2)cc1OCC	6%	7%	15%	-3%	21%	10%	-24%	5%	-7%
COc1ccc(S(=O)(=O)NCC(c2cccs2)S(=O)(=O)c2ccc(C)cc2)cc1F (stereo not given)	28%	1%	11%[57.1 µM]	-15%	-7%	75%[activator]	2%	-7%	-18%
CC(C)CC(=O)NC1CC(=O)N(c2ccc3c(c2)OCCO3)C1 (stereo not given)	-22%	-20%	8%[57.1 µM]	-16%	-17%	1%	8%	7%	100µM*
COc1ccc(/C=N/Nc2nc(N)cc(Cl)n2)cc1OC	37%	10%	-23%	13%	3%[11.4 µM]	-11%	16%	i	-16%
CC(CC(=O)Nc1cc(C(F)(F)F)ccc1Cl)c1ccccc1 (stereo not given)	157%	-12%	-2%	0%	16%	-4%	13%	3%	84%[activator]
Cc1nnc(NC(=O)c2nc(S(=O)(=O)Cc3ccccc3C)ncc2Cl)s1	33%	-14%	50µM*	-14%	?	-5%	6%	-6%	?
COCC1CCN(C(=O)CCc2nnc(CCCCc3ccccc3)o2)CC1	20%	3%	12%[57.1 µM]	-17%	8%	-4%	10%	i	-4%
Cc1cccc(C(C)C)c1NC(=O)C(NS(=O)(=O)c1cccc2nsnc12)c1ccccc1 (stereo not given)	16%	1%	10%	?	-5%	8%	-1%	-6%	-32%
CC(C)[C@H](NC(=O)N1c2ccccc2NC(=O)[C@@H]1C(C)C)C(=O)N1CCC(C(=O)O)CC1	17%	-1%	10%	10%	-12%	-5%	18%	3%	-19%
CCCCNC(=O)CS(=O)Cc1nc(-c2cccc(C)c2)oc1C (stereo not given)	32%	8%	1%[57.1 µM]	33%[activator]	-6%	-2%	-7%	i	-19%
COc1cc2c(cc1OC)CN(C(=O)CCNC(=O)c1ccc(Br)cc1)CC2	15%	0%	-11%	-9%	-30%	-5%	1%	-11%	-7%
CC(C)C(=O)NCc1cc(-c2ccccc2)no1	43%[activator]	-2%	6%	-3%	0%	3%	12%	5%	1%

Given with bars between the fields: six of the compounds above.
canonical_smiles | HP1b binding inh | ERG-DNA inh | TrxR1 inh | 12-LOX inh | RGS4 inhibitor | Pin1 inhibitor | GLS inhibitor | PGK inhibitor | JMJD2A Tudor inh
COc1ccccc1N1CCN(C(=O)C2Cc3ccccc3CN2C(=O)c2ccco2)CC1 (stereo not given) | 27% | -2% | 2% | 13% | 4% | 1% | 13% | -6% | -16%
Cc1ccc(CSc2oc(-c3ccco3)nc2S(=O)(=O)c2ccc(Cl)cc2)cc1 | 18% | -4% | 28% | ? | 5% | 59%[activator] | -5% | -9% | -8%
COc1ccc(-c2c(C)nn3c(Cl)c(C)c(C)nc23)cc1 | -2% | 4% | 26%[57.1 µM] | ? | 14% | -3% | 42%[activator] | -3% | -17%
CC(C)C(=O)NCc1cc(-c2ccccc2)no1 | 43%[activator] | -2% | 6% | -3% | 0% | 3% | 12% | 5% | 1%
N/N=C1\CCCc2c1[nH]c1ccc([N+](=O)[O-])cc21 | -21% | 1% | 44%[activator][11.4 µM] | 91%[activator] | ? | -1% | 2% | -2% | ?
COc1ccc(S(=O)(=O)NCC(c2cccs2)S(=O)(=O)c2ccc(C)cc2)cc1F (stereo not given) | 28% | 1% | 11%[57.1 µM] | -15% | -7% | 75%[activator] | 2% | -7% | -18%

Assay outcomes from PubChem.

A portion of the library (hit frequency here may not be typical).
